Assay outcomes (PubChem)
PI5P4Ka inh = qHTS for Inhibitors of phosphatidylinositol 5-phosphate 4-kinase (PI5P4K) | PI5P4Kalpha enzyme, ADP-Glo luminescence, 60 min; active compounds read low | max response, % | actives 1.2% (n = 330,000) | AID 652105, 2013; active = max response of -50% or lower; inconclusive = between -30% and -50%; inactive = -30% or higher; note: value at the top dose of about 77 µM; % is set by controls: 0 for no effect and ±100 for the full control effect
Target sequence (P48426 whole entry, looked up): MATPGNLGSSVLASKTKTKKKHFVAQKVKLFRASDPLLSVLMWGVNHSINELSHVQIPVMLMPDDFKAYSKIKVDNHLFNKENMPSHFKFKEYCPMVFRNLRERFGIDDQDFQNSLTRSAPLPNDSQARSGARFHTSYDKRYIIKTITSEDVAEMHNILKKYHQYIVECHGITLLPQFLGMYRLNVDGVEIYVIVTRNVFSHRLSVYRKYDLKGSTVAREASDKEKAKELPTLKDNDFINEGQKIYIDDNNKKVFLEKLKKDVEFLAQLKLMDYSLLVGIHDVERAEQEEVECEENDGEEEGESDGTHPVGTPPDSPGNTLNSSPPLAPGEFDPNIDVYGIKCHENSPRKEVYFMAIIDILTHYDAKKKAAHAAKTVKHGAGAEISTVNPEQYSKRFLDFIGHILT
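Quantitative HTS of the MLSMR library against PI5P4Kalpha with substrate. ATP added last at 5 microM final; room temperature, 60 minutes. Remaining ATP depleted, ADP converted and read as luminescence.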
WRN inhibitor = qHTS for Inhibitors of WRN Helicase; Bifunctional 3'-5' exonuclease/ATP-dependent helicase WRN (Homo sapiens), Q14191; WRN helicase unwinding, fluorescent forked duplex, kinetic; Potency, µM (series often up to 114 µM), without a hit: at the highest dose activity change, negative = inhibition, hits mostly inhibitors; actives 0.46% (n = 360,000); note: potency is the fitted concentration of half-maximal effect; % is set by controls: 0 for no effect and ±100 for the full control effect; nearly all actives have a fitted effect of over 55% in size
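Kinetic fluorescence helicase assay: unwinding of a quenched forked DNA duplex (100 nM final) with 2 mM ATP final raises red fluorescence (525/598 nm). Compounds sat 15 min at room temperature with 20 nM WRN beforehand.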
EPAC1 agonist = qHTS for Agonist of cAMP-regulated guanine nucleotide exchange factor 3 (EPAC1): primary screen; AID 720707, 2013; actives 0.073% (n = 360,000); Potency, µM (titrated, usually from 154 µM), without a hit: at the highest dose activation, most hits filed as activators; EPAC1 agonist qHTS, biochemical assay; response scale: 100% = response to 6.5 mM cAMP; Rap guanine nucleotide exchange factor 3 (Homo sapiens), O95398; note: potency is the fitted concentration of half-maximal effect; nearly all actives have a fitted effect of over 60% in size
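Multi-concentration qHTS readout: loss of Rap1B-bound BODIPY-GDP fluorescence driven by 100 nM EPAC1 with excess GDP (50 uM), monitored kinetically at room temperature; agonist response expressed relative to 6.5 mM cAMP.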
EPAC1 antagonist = qHTS for Antagonist of cAMP-regulated guanine nucleotide exchange factor 3 (EPAC1): primary screen; EPAC1 GEF assay, Rap1b-BODIPY-GDP exchange fluorescence; Potency, µM (series often up to 115 µM), for the others: at the top dose activity change, negative = inhibition, actives largely listed as inhibitors; actives 0.14% (n = 360,000);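 note: potency is the fitted concentration of half-maximal effect; plate controls were vehicle for no effect and positive control for full effect; nearly all actives have a fitted effect of over 50% in size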
Abeta yeast res = qHTS for compounds that reverse cellular toxicity of Amyloid beta (A-beta) peptide in yeast: Primary Screen; AID 1347071, 2019; Potency, µM (highest dose often 46.1 µM), for the others: top-dose growth rescue, hits mostly activators; actives 0.063% (n = 410,000); yeast expressing A-beta42, growth rescue, OD600, 48 h; response scale: 0% DMSO, 100% iron-clioquinol control; note: potency is the fitted concentration of half-maximal effect; nearly all actives have a fitted effect of over 55% in size
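Yeast growth medium received pinned compounds, then yeast cells expressing toxic A-beta were added; plates incubated at 30 C for 48 hr. Growth read as absorbance at 600 nm, normalized to DMSO and equimolar FeCl3 plus clioquinol controls.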
IL-2 act = qHTS of IL-2 Activators; AID 652025, 2013; IL-2 activation reporter assay, cell-based qHTS; stimulated with anti-CD3/CD4/CD28 beads; in transgenic mouse T cells; activation, % (series mostly up to about 46 µM); actives 0.065% (n = 360,000); in the data active = activation above about 50%; inconclusive = mostly about 30% to 49%; note: 0% is about no effect
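EGFP and DsRed fluorescence is measured by plate cytometry in unstimulated transgenic mouse T cells exposed to compound for 60 minutes, then stimulated 18 hours at 37 degrees C with anti-CD3/anti-CD4 beads plus anti-CD28.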
PLK1 PBD block = qHTS for Inhibitors of PLK1-PDB (polo-like kinase 1 - polo-box domain): Primary Screen | Serine/threonine-protein kinase PLK1 (Homo sapiens), P53350 | AID 720504, 2013 | actives 2.8% (n = 360,000) | Plk1 PBD binding of FITC phosphopeptide, fluorescence polarization | Potency, µM, inactives show max response, negative = inhibition, actives largely listed as inhibitors; note: potency is the fitted concentration of half-maximal effect; series mostly up to about 57 µM; % is set by controls: 0 for no effect and ±100 for the full control effect; nearly all actives have a fitted effect of over 65% in size
Target sequence (P53350 whole entry, looked up, the tested form may be a part): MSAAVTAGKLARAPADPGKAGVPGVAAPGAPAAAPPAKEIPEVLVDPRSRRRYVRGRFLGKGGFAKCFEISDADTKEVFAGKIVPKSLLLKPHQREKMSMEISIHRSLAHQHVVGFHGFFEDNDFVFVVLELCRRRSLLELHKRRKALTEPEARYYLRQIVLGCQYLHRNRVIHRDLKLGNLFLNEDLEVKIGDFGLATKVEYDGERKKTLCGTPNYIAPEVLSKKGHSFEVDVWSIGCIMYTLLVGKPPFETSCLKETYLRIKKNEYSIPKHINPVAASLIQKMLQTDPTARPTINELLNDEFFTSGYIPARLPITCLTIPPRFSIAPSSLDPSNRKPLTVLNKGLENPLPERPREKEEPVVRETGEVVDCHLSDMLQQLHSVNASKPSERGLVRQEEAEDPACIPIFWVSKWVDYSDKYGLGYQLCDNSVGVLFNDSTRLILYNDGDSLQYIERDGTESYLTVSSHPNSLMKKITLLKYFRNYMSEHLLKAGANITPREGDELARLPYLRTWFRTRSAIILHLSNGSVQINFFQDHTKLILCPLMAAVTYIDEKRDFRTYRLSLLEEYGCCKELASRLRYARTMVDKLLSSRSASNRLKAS
FUS suppressor = qHTS for Suppressors of FUS Proteinopathy: Primary screen using FUS-linked yeast assay; S. cerevisiae FUS-expressing, growth rescue, OD600, 24 h; Potency, µM (series often up to 76.6 µM), for inactives: at the top dose growth rescue (activation), most hits filed as activators; actives 0.24% (n = 390,000); AID 1347120, 2019;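 note: potency is the fitted concentration of half-maximal effect; plate controls were DMSO vehicle for no effect and reference control for full effect; nearly all actives have a fitted effect of over 55% in size; some results filed as inactive show a strong effect at the top dose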
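Quantitative HTS measuring growth restoration of FUS-toxic yeast. Galactose-induced cells (OD 0.005) were exposed 24hr at 30C to compounds at several concentrations, then absorbance at 600 nm was recorded.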
Starred values were filed as active, the others as inactive; ? = inconclusive; / = not tested or not shown; & = joins results of further samples; [ ] = another dose, or the depositor's remark. Unless noted, calls come from the whole dose curve; as a rule, active = well fitted curve in the direction sought with a large enough effect; inconclusive = small, poorly fitted or top-dose-only effect, or another doubt; inactive = no such curve, though single readings can be large; an effect the other way counts as inactive or inconclusive. Some of the compounds tested, so the mix of outcomes need not match the whole.

SMILES	PI5P4Ka inh	WRN inhibitor	EPAC1 agonist	EPAC1 antagonist	Abeta yeast res	IL-2 act	PLK1 PBD block	FUS suppressor
COc1ccc(C(=O)OC2C[C@H]3CC[C@@H](C2)N3O)cc1OC (some centres not stated)	0	1%	8%	-2%	16%	-0.1	1%	24%
O=C/C=C/c1ccccc1	7	-6%	10%	-6%	-3%	-0.3	-5%	-26%
C[N+]1(CC(COCc2ccccc2)OC(=O)Cc2ccccc2)CCOCC1 (configuration not stated)	7	-23%	1%	-25%	16%	-0.2	-26%	/
COC(=O)C1=C(c2ccc(OC)c(OC)c2)C[C@@H]2CC[C@H]1N2C(=O)NC1CCCCC1	-2	1%	-2%	2%	7%	0.0	-2%	-7%
Cn1c(O)c(/C=N/N2CCOCC2)c(=O)[nH]c1=S	-3	-34%	-6%	-24%	-4%	1.5	-12%	-17%
CCC(C(=O)N1CCC2(CC1)OCCO2)c1ccccc1 (configuration not stated)	/	-5%	-2%	12%	6%	-2.6	1%	20%
CNC(=O)c1cccn(Cc2cccc(C(F)(F)F)c2)c1=O	-4	13%	-10%	7%	1%	-4.2	-9%	-4%
CN1CC2=CC(O)CC3Oc4c(O)ccc(c4[C@]23C)C1 (some centres not stated)	-4	-10%	0%	-3%	-5%	-0.5	3%	-17%
CN(C)C(=O)Oc1ccc(-c2cn3cc(C(F)(F)F)ccc3n2)cc1	-3	-16%	-6%	5%	10%	-5.5	-3%	/
COc1ccccc1-n1c(O)c(C=Nc2c(C)n(C)n(-c3ccccc3)c2=O)c(=O)[nH]c1=O	/	-1%[57.1 µM]	-4%	5%	-4%	-2.5	0%	1%
COC(=O)C1=C(c2ccc(C(C)=O)cc2)C[C@@H]2CC[C@H]1N2C	-2	3%	2%	-16%	8%	-0.1	-9%	-22%
C=CCn1c(O)c(C(CC)=NCc2ccc3c(c2)OCO3)c(=O)[nH]c1=O	-9	3%	-4%	10%	-11%	-0.8	-14%	13%
O=C1NC(=O)C(=Cc2ccc(Sc3ccccc3)o2)C(=O)N1	-52*	11µM*	-2%	-28%	0%	-0.1	0.67µM*	8%
c1cnc(N2CCNCC2)nc1	-4	-2%	-27%	-7%	-17%	-0.3	-17%	-44%
COC(=O)C1=C(c2ccc(F)cc2F)C[C@@H]2CC[C@H]1N2C(=O)NCc1ccco1	6	-8%	15%	-6%	-16%	-0.3	-12%	22%
Cc1ccc(CNCCc2ccc(F)cc2)s1	-3	4%	2%	1%	3%	-0.8	1%	-7%
Cc1nn(C)cc1/C=C1/CC2C3CC=C4CC(O)CCC4(C)C3CCC2(C)C1=O (configuration not stated)	/	6%	12%	11%	-32%	1.1	-5%	23%
CC(C)(C)c1ccc(C(=O)C2CCCN(Cc3ccon3)C2)cc1 (configuration not stated)	-4	-3%	8%	0%	-6%	0.1	-17%	-14%
CN1CC(C(=O)c2ccc(F)cc2)C(c2c(F)cccc2Cl)C1 (configuration not stated)	1	-9%	20%	7%	-3%	0.3	-7%	-11%
COC1C(O)C(C)OC(OC2CCC3(C=O)C(CCC4C3CCC3(C)C(C5=CC(=O)OC5)CCC43O)C2)C1O (configuration not stated)	-3	6%	-9%	8%	0%	2.6	1%	-4%
CCN(CC)CCN=Cc1c(O)n(CCc2ccccc2)c(=O)[nH]c1=O	-22	16%	18%	-22%	-5%	0.9	?	6%
O=C(O)CCCOc1ccc(Cl)cc1Cl	-5	10%	-17%	5%	-66%[inhibitor]	-0.1	-27%	-39%
O=[N+]([O-])c1ccccc1CNCCc1c[nH]c2ccccc12	-2	-34%	4%	-13%	-6%	5.5	-14%	10%
FC(F)(F)c1ccc(CN2CCNCC2)cc1	-5	?	-3%	-22%	1%	0.2	-37%	24%
N#Cc1c(/N=C/c2c(O)n(Cc3ccco3)c(=O)[nH]c2=O)sc2c1CCCC2	/	56µM*	5%	-12%	7%	11	24µM*	35%
Next part:
SMILES	PI5P4Ka inh	WRN inhibitor	EPAC1 agonist	EPAC1 antagonist	Abeta yeast res	IL-2 act	PLK1 PBD block	FUS suppressor
CCNC(=S)N1CCn2cccc2C1c1cccnc1 (configuration not stated)	-2	5%	2%	-13%	6%	-0.4	-5%	3%
O=c1c2ccccc2[nH]c(=S)n1-c1ccc2c(c1)OCO2	12	-2%	2%	-1%	9%	-0.1	-4%	/
O=C(OCC(=O)c1ccc([N+](=O)[O-])cc1)/C(=C/c1ccc(Cl)cc1)NC(=O)c1ccccc1	-3	-4%	0%	-11%	7%	-1.7	-7%	23%
O=c1[nH]c(O)c(N=Nc2cccc(S(=O)(=O)N3CCOCC3)c2)c(=O)[nH]1	-8	3%	-3%	2%	-1%	2.6	-7%	36%
Cc1onc(-c2ccccc2)c1C(=O)N1CCC2(CC1)OCCO2	/	-1%	3%	0%	-10%	-1.1	-7%	10%
CC(Cc1ccccc1)[n+]1cc(/N=C(\[O-])Nc2ccccc2)on1 (configuration not stated)	1	0%	8%	-25%	-1%	-1.8	-2%	-6%
CC(C)(C)OC(=O)c1c(N)n(Cc2ccco2)c2nc3ccccc3nc12	-16	-30%	13%	-16%	16%	0.4	-13%	?
COC1=C[C@@H]2C3=C([C@@H]2C1=O)[C@@H](NC(C)=O)CCc1cc(OC)c(OC)c(OC)c13	0	4%	-21%	5%	-11%	-0.1	-5%	-20%
Cc1[nH]c2ccc(OCc3ccccc3)cc2c1CCN	-1	1%	15%	6%	-6%	-0.3	5%	-7%
CC12CCC(=O)C=C1CC(O)C1C2CCC2(C)C1CCC2(C)O (configuration not stated)	2	3%	7%	-9%	4%	0.1	-7%	18%
O=C(N/N=C/c1c(O)n(Cc2ccco2)c(=O)[nH]c1=O)c1ccccc1O	-83*	?	0%	-8%	-6%	1.2	0%	10%
C=CCc1c(C)nc(C)nc1N/N=C/c1ccc(N(C)C)cc1	3	-3%	1%	-23%	-7%	1.0	?	0%
Cc1ccc(CN2CCCC(C(=O)c3sccc3C)C2)o1 (configuration not stated)	-2	-9%	7%	-21%	12%	-1.5	-10%	-15%
COc1cc2c(cc1OC)C13CCN4CC5=CCOC6CC(=O)N2C1C6C5C3C4 (configuration not stated) (tested in a mixture with another compound)	-10	17%	4%	20%	0%	1.7	-2%	7%
COc1ccc(OC)c2c1CCC1NCCOC21 (configuration not stated)	-5	-3%	0%	10%	5%	-1.4	-3%	/
Cc1ccc(C(=O)n2cc(CCN3CCS(=O)(=O)CC3)c3ccccc32)cc1	4	-8%	9%	-8%	4%	-3.5	-4%	26%
CC12CCC3C(CC=C4CC(O)CCC43C)C1C/C(=C\c1ccccc1F)C2=O (configuration not stated)	-1	-8%	-22%	-2%	-9%	0.4	-1%	11%
CN1C(=O)/C(=C/C=C/c2ccco2)C(=O)NC1=S	-90*	35µM*	21%	-26%	11%	3.4	?	10%
O=C(Nc1ccccc1)Oc1ccccc1	/	-4%	5%	-8%	-25%	3.3	-9%	24%
COC(=O)c1ccc(CN2CCSC2=N)cc1	1	-1%	-6%	-25%	-1%	-0.5	-12%	-3%
Cc1cc(Cl)ccc1OCC(=O)N1CCN(C)CC1	3	-4%	-1%	17%	-4%	0.3	-6%	22%
CCC(=NCc1cccnc1)c1c(O)n(-c2ccc(Cl)cc2)c(=O)[nH]c1=O	-3	-23%	-12%	-27%	-2%	0.9	0%	-12%
CCNc1nc(Cl)nc(NC(C)C)n1	-7	12%	0%	-13%	-6%	-2.3	3%	9%
O=C1N[C@H](Cc2ccccc2)C(=O)N2[C@@H]3[C@H](C[C@@H]12)c1ccccc1N3OOSc1ccccc1	-3	4%	6%	1%	20%	1.6	?	22%
COc1ccc(NC(c2ccccc2F)P(=O)(Oc2ccccc2)Oc2ccccc2)cc1 (configuration not stated)	15	-7%	7%	-14%	7%	-2.7	-1%	-35%
(cont.)
SMILES	PI5P4Ka inh	WRN inhibitor	EPAC1 agonist	EPAC1 antagonist	Abeta yeast res	IL-2 act	PLK1 PBD block	FUS suppressor
COc1ccc2nc3oc(C(=O)N4CCC5(CC4)OCCO5)cc3cc2c1	-2	-3%	-6%	-13%	-9%	1.0	-9%	3%
Cc1c(N=Nc2c(O)n(Cc3ccccc3)c(=O)[nH]c2=O)c(=O)n(-c2ccccc2)n1C	0	-6%	10%	1%	-1%	2.0	-20%	/
C[C@H]1CN([C@@H](C)CO)C(=O)CCCn2nncc2CO[C@@H]1CN(C)C(=O)Oc1ccccc1	-2	6%	2%	-7%	-11%	-1.8	2%	-9%
c1ccc(CNc2c3c(nc4ccccc24)CCC3)cc1	-11	9%	4%	-4%	-2%	-3.9	-6%	40%
CCOc1cc2[nH]c(=S)n(CCCC(=O)N3CCC4(CC3)OCCO4)c(=O)c2cc1OCC	/	1%	-2%	-5%	8%	-3.9	-1%	12%
CCN(CC)c1ccc(N=Cc2c(O)n(-c3ccc(OC)cc3)c(=O)[nH]c2=O)cc1	1	1%[57.1 µM]	3%	12%	-11%	5.4	?	45%
Cc1cccc(-n2c(C)nc3cc(C(=O)N4CCC5(CC4)OCCO5)ccc32)c1	/	3%	3%	9%	1%	-3.5	3%&-5%	-8%
